# pPAFAH FP inh – pPAFAH (human) enzyme inhibition | AID 463082 | recombinant pPAFAH, FP-rhodamine probe fluorescence polarization | Q13093 | inhibition, % at 3.39 µM | hit rate 1.5% among 330,000;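 active means inhibition above the mean inhibition across the screen plus 3 SD, cut at about 25% in these data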;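 further: inhibitors block binding of the rhodamine activity-based probe so polarization drops; 0% = enzyme with DMSO and 100% = wells lacking pPAFAH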
# PAFAH1B3 FP inh – PAFAH1B3 (human) inhibition | Q15102 | recombinant PAFAH1B3, FP-rhodamine probe, fluorescence polarization | inhibition, % at 3.39 µM | hit rate 0.28% among 340,000 | AID 492972;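 active means inhibition above the screen-wide average of all tested compounds plus 3 SD, cut at about 25% in these data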;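 further: 0% = enzyme with DMSO only and 100% = wells lacking PAFAH1B3 protein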
# PAFAH2 FP inh – inhibitors of human PAFAH2; Q99487; recombinant PAFAH2, FP-rhodamine activity probe, fluorescence polarization; inhibition, % at 3.39 µM; hit rate 0.99% among 340,000; AID 492956;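 active means inhibition above the mean over all tested compounds plus 3 SD, cut at about 30% in these data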;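 further: inhibitors block probe labeling of enzyme so polarization drops; 0% = enzyme with DMSO and 100% = wells lacking PAFAH2 protein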
# PAFAH1B2 FP inh – PAFAH1B2 (human) inhibition; hit rate 1.2% among 340,000; P68402; AID 492953; recombinant PAFAH1B2, FP-rhodamine activity probe, fluorescence polarization; inhibition, % at 3.39 µM;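 active means inhibition above the mean of all tested compounds plus 3 SD, cut at about 24% in these data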;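 further: 0% = enzyme with DMSO and 100% = wells lacking PAFAH1B2; many of its hits are not listed in these tables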
# PREPL inhibitor – inhibits the human prolyl oligopeptidase-like enzyme; hit rate 0.68% among 320,000; recombinant PREPL, fluorescence polarization activity-based probe; inhibition, % at 5.96 µM; in the data active means inhibition above about 43%;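 further: 0% = enzyme with DMSO and 100% = wells lacking enzyme; many of its hits are not listed in these tables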
# Target sequence (Q4J6C6 whole entry, looked up): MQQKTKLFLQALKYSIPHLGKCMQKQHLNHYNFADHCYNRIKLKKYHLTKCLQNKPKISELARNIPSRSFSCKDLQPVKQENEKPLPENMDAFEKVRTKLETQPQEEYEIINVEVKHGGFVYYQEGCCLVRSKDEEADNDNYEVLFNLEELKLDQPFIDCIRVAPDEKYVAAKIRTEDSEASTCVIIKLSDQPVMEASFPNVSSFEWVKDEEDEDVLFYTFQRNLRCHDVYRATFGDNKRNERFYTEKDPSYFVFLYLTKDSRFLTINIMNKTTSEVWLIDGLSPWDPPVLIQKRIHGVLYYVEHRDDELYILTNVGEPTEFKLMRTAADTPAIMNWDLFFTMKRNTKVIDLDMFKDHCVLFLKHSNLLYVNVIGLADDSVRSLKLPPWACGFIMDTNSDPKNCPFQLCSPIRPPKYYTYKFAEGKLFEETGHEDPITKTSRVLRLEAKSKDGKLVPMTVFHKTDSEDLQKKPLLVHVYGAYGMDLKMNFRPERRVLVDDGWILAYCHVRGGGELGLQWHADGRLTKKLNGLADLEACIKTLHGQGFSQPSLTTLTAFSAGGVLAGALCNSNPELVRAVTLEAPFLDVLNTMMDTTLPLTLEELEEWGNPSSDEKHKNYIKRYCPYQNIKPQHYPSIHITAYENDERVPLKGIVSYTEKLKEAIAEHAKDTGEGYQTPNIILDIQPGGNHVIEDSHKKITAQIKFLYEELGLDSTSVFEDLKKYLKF
# LYPLA2 inh – blocks human lysophospholipase 2, a PME1 counter-screen; hit rate 0.38% among 320,000; inhibition, % at 5.9 µM; O95372; recombinant LYPLA2, FP-Rh probe fluorescence polarization;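 active means inhibition above the screen-wide mean plus 3 SD, limit set per campaign, cut at about 26% in these data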;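 further: 0% = LYPLA2 with DMSO and 100% = wells lacking LYPLA2 enzyme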
# ZTA counter – blocks Epstein-Barr virus ZTA, an EBNA-1 counter-screen; P03206; ZTA-DNA binding, fluorescence polarization; inhibition, % at 11 µM; hit rate 0.15% among 320,000; in the data active means inhibition above about 33%
# LYPLA1 inh – LYPLA1 (human) inhibition in PME1 counter-screen. hit rate 0.16% among 320,000. inhibition, % at 5.9 µM. recombinant LYPLA1, FP-Rh probe fluorescence polarization. AID 2174;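 active means inhibition above the mean of all tested compounds plus 3 SD, set per campaign, cut at about 14% in these data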;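 further: inhibitors block serine hydrolase probe labeling of LYPLA1 so polarization falls; 0% = enzyme with DMSO and 100% = wells lacking LYPLA1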
# Target sequence (O75608 whole entry, looked up): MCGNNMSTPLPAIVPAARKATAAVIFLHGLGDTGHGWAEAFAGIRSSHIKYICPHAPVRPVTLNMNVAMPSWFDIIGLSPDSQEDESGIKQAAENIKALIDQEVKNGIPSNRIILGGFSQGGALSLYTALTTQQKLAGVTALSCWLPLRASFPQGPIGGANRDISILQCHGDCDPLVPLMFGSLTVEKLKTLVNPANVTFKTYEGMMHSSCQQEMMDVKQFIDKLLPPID
# EBNA-1 inh – blocks EBNA-1 binding to DNA | EBNA-1 DNA binding, fluorescence polarization | inhibition, % at 14.8 µM | hit rate 0.34% among 300,000 | AID 1950; in the data active means inhibition above about 28%
# Active calls of the source: *; nt = no result given. These rows are one share of the data; count on the stated rates, not on these rows.
structure	pPAFAH FP inh	PAFAH1B3 FP inh	PAFAH2 FP inh	PAFAH1B2 FP inh	PREPL inhibitor	LYPLA2 inh	ZTA counter	LYPLA1 inh	EBNA-1 inh
O=C(CN(c1ccc(F)cc1)S(=O)(=O)c1ccccc1)NCCSC1CCCCC1	5	6	2	7	6	-5	4	4	6
CN(C)S(=O)(=O)c1ccc(C(=O)OC2CCOC2=O)cc1 (stereo not given)	-11	6	-5	5	4	-3	4	0	-16
O=C(Cn1cnc2cc([N+](=O)[O-])ccc2c1=O)Nc1ccc2c(c1)CCC2	5	-3	-7	-2	-56	-12	12	-9	7
CCCc1nc(SCC(=O)NC2CCCC2)c2ccccc2n1	2	0	-6	-5	15	-5	-4	0	5
CC(=O)Nc1ccc(S(=O)(=O)NC2(C(F)(F)F)NC(=O)N(C3CCCC3)C2=O)cc1 (stereo not given)	2	8	-2	3	-13	0	8	0	-17
CCOC(=O)CC(NC(=O)c1ccc(C)cc1)c1ccc(OC)cc1 (stereo not given)	-6	-1	2	2	-2	-4	-3	-2	-6
CC(=O)Nc1nnc(C2=COCCO2)o1	3	4	-2	1	1	2	6	0	3
CSc1ccccc1OCc1cc(C(=O)N(C)CC2COCCO2)no1 (stereo not given)	4	2	-1	0	5	-1	1	4	3
COc1cc(OC)cc(C(=O)Nc2ccc(S(=O)(=O)Nc3cc(C)on3)cc2)c1	1	12	-6	3	0	0	6	0	0
CC(C)(C)OC(=O)N1CCC(Cc2cc(-c3ccccc3)no2)(C(=O)O)CC1	-1	8	-5	3	1	-5	23	-1	9
COc1ccc(CC(=O)NC(=S)Nc2ccc(S(N)(=O)=O)cc2)cc1	5	-7	-3	1	0	-5	-3	-4	-1
COc1ccc2nc(NC(=O)CCNS(=O)(=O)c3ccc4c(c3)oc(=O)n4C)sc2c1	4	-5	-5	3	5	-1	0	0	2
Cn1c2ccccc2c2nnc(NN)nc21	1	4	9	3	19	-2	-2	0	-1
O=C(NC(=S)Nc1cccc(C(F)(F)F)c1)c1csnn1	5	1	4	3	12	4	-11	-3	6
CC(C)NC(=O)N1CCC(n2nccc2NC(=O)CCOc2ccccc2)CC1	-1	9	-3	-4	-6	-8	10	-5	6
Cc1ccc(CNC(=O)CN2C(=O)NC(C)(c3cccc(Br)c3)C2=O)cc1 (stereo not given)	3	1	2	-3	-5	0	-6	1	0
COCCOc1cc(NC(=O)c2ccccc2)c(Cl)cc1Cl	2	7	8	6	26	-1	-14	-3	0
O=C(CN1C(=O)NC2(CCCc3ccccc32)C1=O)NCCc1ccc(F)cc1 (stereo not given)	1	10	5	17	15	nt	nt	nt	nt
CCC(C)n1cnc2c(c1=O)c1nc3ccccc3nc1n2Cc1ccc(OC)cc1 (stereo not given)	-13	6	-5	1	-1	-1	-10	-6	-3
NC(=O)c1cccnc1Oc1cccc(Cl)c1	1	-1	3	0	-6	2	-7	-3	13
CC(C)(C)C(=O)N1CCN(C(=O)c2ccco2)CC1	2	4	20	3	2	-4	16	1	3
Cc1ccc(NC(=O)CCC(=O)Nc2ccc(C)cc2)cc1	1	6	3	10	1	6	-9	2	1
COc1ccc(CCNC(=O)c2cc(-c3ccccc3)on2)cc1OC	5	-6	2	-3	-2	5	2	0	11
CCc1ccccc1NC(=O)C1CCCN(S(=O)(=O)c2ccc3c(c2)CC(C)N3C(C)=O)C1 (stereo not given)	3	3	-1	3	-6	8	4	-1	2
O=C(CCC1CCCN(Cc2ccc3c(c2)OCCO3)C1)NCc1ccc(F)c(F)c1 (stereo not given)	5	-7	1	-2	5	6	-18	1	-7
O=C(Nc1cccc(C(=O)O)c1)/C(=C\c1ccccc1)NC(=O)c1ccccc1	2	4	3	3	0	2	2	0	2
Cc1ccc2c(cnn2C(=O)CCCC(=O)NCc2ccc(Cl)cc2)c1	-4	5	3	5	-43	4	-4	2	-8
CCOc1cc(/C=N/Nc2nc(-c3cccs3)c(NC(C)=O)s2)ccc1O	25*	12	-5	1	19	-2	-3	-10	8
O=C(Nc1ccc(SC(F)F)cc1)c1ccc2c(=O)n3c(nc2c1)CCC3	-3	2	1	7	16	-2	-3	-5	nt
O=Cc1ccc2ccc3cccnc3c2n1	3	13	8	2	16	2	-5	-4	-6

# (next part)
structure	pPAFAH FP inh	PAFAH1B3 FP inh	PAFAH2 FP inh	PAFAH1B2 FP inh	PREPL inhibitor	LYPLA2 inh	ZTA counter	LYPLA1 inh	EBNA-1 inh
O=S(=O)(Nc1ccc(S(=O)(=O)Nc2cccc3ccccc23)cc1)c1ccccc1	33*	-1	8	30*	-1	2	-11	1	2
CN(Cc1ccccn1)C(=O)C1CCC(=O)N(CCc2ccc(Cl)cc2)C1 (stereo not given)	4	4	-3	7	4	-5	-16	-3	1
COc1ccccc1Nc1nc(NCCCCO)nc(N2CCCC2)n1	4	10	4	-1	-2	2	-19	1	-1
CCN(C(=O)COC(=O)c1cnc(C)cn1)C1CCCCC1	0	11	-2	6	-2	3	0	2	1
Cc1ccc2[nH]c(=O)c(CN(Cc3cccnc3)Cc3nnnn3CC3CCCO3)cc2c1 (stereo not given)	-1	6	0	8	6	1	-9	-3	0
CCCCCCCNC(=O)C1(CC2CC(c3cccc(Br)c3)=NO2)CCN(C(=O)CCCCCBr)CC1 (stereo not given)	13	-9	-9	-2	2	-9	10	-2	-19
CC(=O)c1ccc(OCc2ccc(Oc3c(Cl)cccc3[N+](=O)[O-])cc2)cc1	-3	5	-4	6	-9	-4	8	-2	5
Cc1cc(C)c(NC(=O)CO/N=C2\CCCc3nonc32)c(C)c1	-7	4	1	-5	7	-6	-14	-5	2
O=C(CSc1n[nH]c(=O)[nH]c1=O)c1ccc(Cl)cc1Cl	0	7	2	30*	1	-1	-7	-2	3
CNS(=O)(=O)c1ccc(N=Cc2c(C)[nH]n(-c3ccc(C)cc3C)c2=O)cc1	2	nt	nt	nt	-3	-1	-7	1	-19
CCCCN(Cc1ccccc1)C(=O)c1cnc2n(c1=O)CCS2	-5	-4	-6	4	9	2	-18	2	-4
CCc1c(C)c2c(C)nn(-c3ccccc3)c2oc1=O	3	5	12	6	-1	2	7	3	-9
CSc1sc(C)cc1/C=N/O	6	6	5	6	5	-1	-16	-2	3
N#Cc1ccccc1S(=O)(=O)N1CCN(C(=O)CN2CCCC2c2cccs2)CC1 (stereo not given)	-4	3	-1	2	14	5	-4	-4	nt
O=C(c1sc2cccc(Cl)c2c1Cl)N1CCN(CCc2ccccn2)CC1	9	1	0	2	12	1	-12	0	0
COc1cccc(-c2cc(-c3cccnc3)nc(N)c2C#N)c1	24	-5	-4	1	-1	-7	-1	-5	-10
CN(C)S(=O)(=O)c1cccc(-c2csc(=Nc3ccccc3)n2CCCN2CCOCC2)c1	8	-1	-2	7	56*	0	25	0	8
COc1ccc(CNCC(C)NCc2ccc(OC)c(OC)c2)cc1OC (stereo not given)	4	10	6	4	-13	3	-9	1	6
Cc1ccc(NC(=O)COC(=O)C2CC2)cc1S(=O)(=O)N1CCOCC1	2	6	78*	-3	18	nt	nt	nt	nt
Cc1cc(-c2ccccc2C(=O)NCc2ccccc2)on1	1	5	-5	1	5	-3	10	-1	0
CC(C)CC1NC(C(=O)O)Cc2c1[nH]c1ccccc21 (stereo not given)	-3	7	-3	-5	9	0	-4	2	-10
Cc1ccc(NC(=O)Cc2nnc(SCC(=O)NC3CCCC3)n2C)cc1C	0	-4	-6	5	20	2	3	2	6
O=C(O)CCCCCNC(=O)c1ccc(C(=O)NCCCCCC(=O)O)cc1	-5	3	-2	0	0	2	15	1	6
COc1ccccc1OCC(=O)N/N=C/c1c(O)ccc2ccccc12	11	18	13	11	22	-6	8	-16	2
CCCNC(=O)c1c(Cl)cnn1-c1ccc(C)cc1	2	nt	nt	nt	6	2	-2	2	0
COc1ccc(C2N(c3ccc(Cl)cc3)N=C(C(C)=O)N(C)N2C(C)=O)cc1 (stereo not given)	7	17	5	6	5	7	17	5	0
Cc1ccc(C(=O)Nc2ccsc2C(=O)O)cc1	-3	5	7	-1	9	9	-15	5	-3
CCCCCN(C(=O)NC(=O)NCCCC)S(C)(=O)=O	4	2	0	3	1	-4	3	-1	-3
CN(C)c1c(N)c(=O)oc2ccccc12	-1	0	3	8	18	2	-19	1	-7
Cc1ccc(C)c(C(=O)CC2(O)C(=O)N(C)c3ccccc32)c1 (stereo not given)	2	4	4	2	-10	2	-19	-1	-16

# The list goes on:
structure	pPAFAH FP inh	PAFAH1B3 FP inh	PAFAH2 FP inh	PAFAH1B2 FP inh	PREPL inhibitor	LYPLA2 inh	ZTA counter	LYPLA1 inh	EBNA-1 inh
CCn1cc(C(=O)O)c(=O)c2cc(F)c(N3CCN(C(=S)NC(=O)c4ccccc4Cl)CC3)cc21	5	0	4	3	-5	-4	1	0	5
CN1CCN(C2=Nc3ccccc3Oc3ccc(Cl)cc32)CC1	4	9	5	2	-4	2	3	0	-2
CC(=O)Nc1ccc(S(=O)(=O)N(C)CC(=O)OCC(=O)N(CC(C)C)C2CCS(=O)(=O)C2)cc1 (stereo not given)	5	4	-4	0	0	10	-4	-2	-2
CCCOc1ccccc1C1CC(=O)NC(C)=C1C(=O)OCC(C)C (stereo not given)	3	2	-15	1	10	2	13	3	4
Cc1ccc(NC(=O)CCCN2C(=S)NC(C)(C)CC2C)cc1 (stereo not given)	-4	3	-1	-2	2	-6	15	1	2
O=C(CCC(=O)Nc1ccccc1Cl)N/N=C1\CCCc2ccccc21	0	1	-2	3	4	-1	-3	-1	19
CC(=O)c1cc(C#N)c(SCCC(C)C)nc1C	0	-1	-1	2	-1	9	11	0	3
CC1CCC(NCC(=O)Nc2cccc(S(N)(=O)=O)c2)CC1 (stereo not given)	9	11	8	7	1	4	5	0	3
CC(=O)c1ccc(S(=O)(=O)NCC(=O)N2CCN(C/C=C/c3ccccc3)CC2)cc1	5	4	-6	2	20	5	-4	-1	nt
O=C(O)c1cc([N+](=O)[O-])ccc1NCc1ccccc1	3	3	3	13	0	7	0	1	8
O=C(Cn1nnc2ccccc2c1=O)Nc1cccc(S(=O)(=O)N2CCOCC2)c1	1	8	-14	-6	1	-3	-10	-2	-7
C/C(N)=C(/C#N)C(=O)CSc1cc(Cl)ccc1Cl	7	1	1	5	-15	3	2	-2	-2
CC(C)Oc1ccccc1/C=N/n1nnnc1N	1	2	4	2	6	6	-4	-4	-3
CCCCOc1ccc(C2C(C(=O)c3ccc(C)o3)=C(O)C(=O)N2CC2CCCO2)cc1 (stereo not given)	6	2	-1	0	7	1	6	3	5
O=C(Cc1cccc2ccccc12)Nc1nnc(-c2cccc([N+](=O)[O-])c2)s1	5	-8	-7	-5	46*	-7	3	-7	-4
OCCC1CN(Cc2nc3ccc(F)cc3[nH]2)CCN1C1CCCC1 (stereo not given)	7	2	-2	6	11	-4	-14	1	6
CCc1ccc(NC(=O)N(CCN2CCOCC2)Cc2ccc3c(c2)CCCN3CC)cc1	10	-8	0	-1	18	-1	16	-3	6
CCOc1ccc(-n2c(N)c(C(=O)NCc3cccnc3)sc2=S)cc1	-1	-2	0	-2	-2	-2	6	2	5
CC(=O)Oc1ccc(-c2cc3c(OC(C)=O)cc(OC(C)=O)cc3oc2=O)cc1	7	9	-5	8	6	4	9	-1	5

# PAFAH1B2 FP inh: entries above that show a hit
smiles	pPAFAH FP inh	PAFAH1B3 FP inh	PAFAH2 FP inh	PAFAH1B2 FP inh	PREPL inhibitor	EBNA-1 inh
O=S(=O)(Nc1ccc(S(=O)(=O)Nc2cccc3ccccc23)cc1)c1ccccc1	33*	-1	8	30*	-1	2
O=C(CSc1n[nH]c(=O)[nH]c1=O)c1ccc(Cl)cc1Cl	0	7	2	30*	1	3
